GSTO1 inh: GSTO1 inhibition, counter-screen for RBBP9 inhibitors | 1.1% of 300,000 active | recombinant GSTO1, activity-based probe fluorescence polarization | P78417 | AID 1974 | inhibition, % at 5.96 µM;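 active means inhibition above the campaign mean inhibition plus 3 SD, cut at about 35% in these data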;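 further: 0% = GSTO1-1 with DMSO and 100% = wells lacking GSTO1-1 enzyme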
pPAFAH inh: pPAFAH (human) enzyme inhibition; recombinant pPAFAH, FP-rhodamine probe fluorescence polarization; inhibition, % at 3.39 µM; 1.5% of 330,000 active;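 active means inhibition above the mean inhibition across the screen plus 3 SD, cut at about 25% in these data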;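 further: inhibitors block binding of the rhodamine activity-based probe so polarization drops; 0% = enzyme with DMSO and 100% = wells lacking pPAFAH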
Target sequence (Q13093 whole entry, looked up): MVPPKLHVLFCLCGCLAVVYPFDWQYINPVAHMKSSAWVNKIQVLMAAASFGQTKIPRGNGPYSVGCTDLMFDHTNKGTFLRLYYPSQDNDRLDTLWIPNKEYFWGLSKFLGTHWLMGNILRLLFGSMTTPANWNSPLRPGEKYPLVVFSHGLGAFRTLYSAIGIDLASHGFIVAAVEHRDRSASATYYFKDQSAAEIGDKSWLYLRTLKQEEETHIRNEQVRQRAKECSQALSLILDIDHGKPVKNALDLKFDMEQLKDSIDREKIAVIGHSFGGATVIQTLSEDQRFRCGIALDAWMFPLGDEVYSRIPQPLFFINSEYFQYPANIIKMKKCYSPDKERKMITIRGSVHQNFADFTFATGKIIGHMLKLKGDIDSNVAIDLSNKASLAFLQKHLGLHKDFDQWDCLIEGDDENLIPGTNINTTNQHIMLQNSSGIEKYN
LYPLA1 counter: LYPLA1 (human) inhibition in PME1 counter-screen; O75608; recombinant LYPLA1, FP-Rh probe fluorescence polarization; inhibition, % at 5.9 µM; 0.16% of 320,000 active; AID 2174;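 active means inhibition above the mean of all tested compounds plus 3 SD, set per campaign, cut at about 14% in these data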;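 further: inhibitors block serine hydrolase probe labeling of LYPLA1 so polarization falls; 0% = enzyme with DMSO and 100% = wells lacking LYPLA1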
PAFAH2 inh: PAFAH2 (human) inhibition. Q99487. recombinant PAFAH2, FP-rhodamine activity probe, fluorescence polarization. inhibition, % at 3.39 µM. 0.99% of 340,000 active;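 active means inhibition above the mean over all tested compounds plus 3 SD, cut at about 30% in these data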;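 further: inhibitors block probe labeling of enzyme so polarization drops; 0% = enzyme with DMSO and 100% = wells lacking PAFAH2 protein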
PAFAH1B2 FP inh: inhibitors of human PAFAH1B2. P68402. recombinant PAFAH1B2, FP-rhodamine activity probe, fluorescence polarization. inhibition, % at 3.39 µM. 1.2% of 340,000 active;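 active means inhibition above the mean of all tested compounds plus 3 SD, cut at about 24% in these data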;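 further: 0% = enzyme with DMSO and 100% = wells lacking PAFAH1B2; many of its hits are not listed in these tables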
PME-1 inh: PME-1 (human) inhibition; Q9Y570; recombinant PME-1, FP-Rh probe fluorescence polarization; inhibition, % at 5.9 µM; 0.53% of 320,000 active; AID 2130;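 active means inhibition above the campaign mean of all compounds plus 3 SD, cut at about 26% in these data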;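 further: competitive labeling of PME-1 active site by serine hydrolase directed probe; 0% = PME-1 with DMSO and 100% = wells lacking PME-1 enzyme; inhibitors block probe labeling so polarization falls and inhibition rises; many of its hits are not listed in these tables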
Target sequence (Q9Y570 whole entry, looked up): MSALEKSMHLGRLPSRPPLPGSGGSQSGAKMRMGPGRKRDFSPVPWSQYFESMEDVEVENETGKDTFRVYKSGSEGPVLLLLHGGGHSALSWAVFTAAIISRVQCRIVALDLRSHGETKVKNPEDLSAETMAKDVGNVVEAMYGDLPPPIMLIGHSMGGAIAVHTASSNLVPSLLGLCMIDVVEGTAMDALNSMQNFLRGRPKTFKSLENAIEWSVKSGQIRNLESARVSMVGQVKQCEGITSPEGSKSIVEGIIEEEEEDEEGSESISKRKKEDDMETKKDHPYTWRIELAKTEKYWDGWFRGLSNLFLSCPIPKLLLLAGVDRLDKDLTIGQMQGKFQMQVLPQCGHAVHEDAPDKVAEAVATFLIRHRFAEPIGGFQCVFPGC
LYPLA2 counter: counter-screen for PME1 inhibitors: inhibitors of human LYPLA2; recombinant LYPLA2, FP-Rh probe fluorescence polarization; inhibition, % at 5.9 µM; 0.38% of 320,000 active; AID 2177;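 active means inhibition above the screen-wide mean plus 3 SD, limit set per campaign, cut at about 26% in these data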;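 further: 0% = LYPLA2 with DMSO and 100% = wells lacking LYPLA2 enzyme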
Target sequence (O95372 whole entry, looked up): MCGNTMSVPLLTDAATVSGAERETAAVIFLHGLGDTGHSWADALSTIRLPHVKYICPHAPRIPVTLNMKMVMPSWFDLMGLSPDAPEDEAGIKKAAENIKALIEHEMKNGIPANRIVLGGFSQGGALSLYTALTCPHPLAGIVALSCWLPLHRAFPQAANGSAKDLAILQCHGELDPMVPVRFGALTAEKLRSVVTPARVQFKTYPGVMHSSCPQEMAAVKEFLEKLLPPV
PAFAH1B3 inh: inhibitors of human PAFAH1B3; Q15102; inhibition, % at 3.39 µM; 0.28% of 340,000 active; recombinant PAFAH1B3, FP-rhodamine probe, fluorescence polarization;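 active means inhibition above the screen-wide average of all tested compounds plus 3 SD, cut at about 25% in these data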;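 further: 0% = enzyme with DMSO only and 100% = wells lacking PAFAH1B3 protein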
PAD4 FP inh: inhibitors of human PAD4 | inhibition, % at 6.36 µM | Q9UM07 | recombinant PAD4, RCA probe fluorescence polarization | 0.41% of 330,000 active;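 active means percent inhibition above a cutoff equal to the mean of all tested compounds plus 3 SD, cut at about 15% in these data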;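 further: 0% = PAD4 with RCA probe and DMSO and 100% = probe without PAD4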
* = called active by the depositor; / = not tested or not shown. These rows are one share of the data; rates above refer to the full screens.

| mol | GSTO1 inh | pPAFAH inh | LYPLA1 counter | PAFAH2 inh | PAFAH1B2 FP inh | PME-1 inh | LYPLA2 counter | PAFAH1B3 inh | PAD4 FP inh |
| --- | --- | --- | --- | --- | --- | --- | --- | --- | --- |
| COc1ccc(C(=O)N2CCCC(C(=O)O)C2)c2ccccc12 (stereo not given) | 7 | 0 | -1 | -4 | -1 | -8 | 1 | 2 | 1 |
| O=C(CN1CCN(c2ccccc2F)CC1)c1c[nH]c2ccccc12 | -1 | 5 | -2 | -8 | 5 | 1 | 3 | 6 | 3 |
| CCOC(=O)c1ccccc1NC(=O)COC(=O)CCCOc1ccccc1 | -3 | 12 | -1 | 4 | 3 | 0 | 1 | 0 | -1 |
| O=C1c2ccccc2-c2n[nH]c(=O)c3ccc(N4CCCCC4)c1c23 | 8 | 33* | -1 | 13 | 8 | 8 | -1 | 10 | -5 |
| CCN(CC)S(=O)(=O)c1ccc(N2CCCCC2)c(NC(=O)/C(C#N)=C/c2ccc(OC)cc2)c1 | 4 | 6 | 3 | -11 | -3 | -1 | -1 | -2 | -4 |
| C/C(CCC(C)C)=N\NS(=O)(=O)c1ccc(C)c([N+](=O)[O-])c1 | 4 | -1 | 0 | 10 | 0 | -3 | -2 | -2 | -2 |
| CNC(=S)N(Cc1ccccc1)Cc1cccnc1 | -3 | 1 | -1 | 8 | 4 | 3 | -3 | 5 | 3 |
| Cc1nc(CS(=O)(=O)c2ccccn2)sc1C(=O)NNC(=O)c1ccccc1 | 5 | 7 | -1 | -7 | 6 | -5 | -3 | 2 | -1 |
| Fc1cccc(C2CC(c3cccc(Br)c3)Nc3nnnn32)c1 (stereo not given) | 2 | -1 | 2 | -5 | 2 | 0 | -5 | 0 | -4 |
| Cc1cccc(NC(=O)Cn2cnc3ccc(S(=O)(=O)N4CCC(C)CC4)cc3c2=O)n1 | -3 | 1 | -8 | -1 | 24* | -1 | -7 | 1 | 1 |
| O=C(CSc1nnc(CNC(=O)c2c(F)cccc2F)o1)Nc1ccc2c(c1)OCCO2 | 11 | -3 | -3 | 0 | -2 | 1 | -4 | -1 | 0 |
| CCN1CCN(c2ccc(S(=O)(=O)N3CCCCC3)cc2NC(=O)/C=C/c2ccc(OC(F)F)cc2)CC1 | -10 | -1 | -10 | -2 | -7 | -3 | -15 | 1 | -3 |
| O=C(Nc1cccc(S(=O)(=O)NC2=NCCC2)c1)c1ccc(F)cc1F | / | -1 | / | -4 | 2 | / | / | 0 | 0 |
| N/C(=N\C(=S)Nc1ccccc1)c1ccccc1 | 3 | -1 | -3 | -3 | 8 | 1 | 5 | 14 | 3 |
| COC(=O)c1cc2nc(-c3ccc(OC)c(OC)c3)cc(C(F)(F)F)n2n1 | -1 | 3 | 3 | 5 | -4 | 3 | 5 | 7 | -4 |
| COC(=O)[C@@]1(C)[C@H]2C(=O)N(Cc3ccccc3)C(=O)[C@H]2[C@H]2CN=C(SCc3ccc(C)cc3)N21 | / | 8 | / | -3 | 12 | / | / | 3 | 0 |
| O=C1OC(Nc2cc(Br)cc3cccnc23)c2ccccc21 (stereo not given) | 86* | 30* | 11 | 22 | 18 | 28* | 17 | 69* | 61* |
| CCN(C(=O)COC(=O)c1cc(OC)c(OC)cc1[N+](=O)[O-])C1CCS(=O)(=O)C1 (stereo not given) | 0 | -4 | 2 | 1 | 1 | -3 | -3 | 4 | -2 |
| O=C(CCl)Nc1ccccc1C(=O)c1ccccc1 | 82* | 6 | 5 | 9 | -6 | -3 | 3 | 8 | 2 |
| CCC(=O)n1nc(-c2ccco2)nc1SCc1ccccc1 | 4 | 1 | 2 | 5 | 6 | 2 | 4 | 9 | 0 |
| Nc1ccc(C#Cc2ccc3oc4ccccc4c(=O)c3c2)cc1 | 2 | 13 | -5 | 1 | -2 | 21 | -2 | 6 | 2 |
| COCCN(CCOC)c1ncc(Cl)c(C(=O)c2c(C)cc3ccccn23)n1 | 1 | -4 | 1 | 1 | 2 | 1 | 4 | 6 | 6 |
| Nc1nc(CN2CCc3ccccc3C2)nc(Nc2ccccc2)n1 | 15 | 7 | -2 | -4 | 3 | 4 | 6 | 0 | -4 |
| Cc1cc(C)c2oc(-c3ccc(Cl)c(NC(=O)c4ccc(C#N)cc4F)c3)nc2c1 | -5 | -2 | -3 | 3 | 2 | 2 | -4 | 7 | -5 |
| Cn1c(C(=O)N2CCN(c3cccc(C(F)(F)F)c3)CC2)cc2sccc21 | 2 | -1 | 3 | 5 | 0 | 0 | 27* | 7 | 6 |
| COc1ccc(-c2nc(N3CCOCC3)nc3n[nH]c(N)c23)cc1 | 3 | 3 | 1 | -28 | 6 | 4 | 9 | 5 | -4 |
| O=C(OCC(=O)N1CCCCC1)c1cc(NS(=O)(=O)c2ccc(Cl)c([N+](=O)[O-])c2)ccc1O | 51* | 8 | -2 | 5 | 10 | -8 | 3 | 7 | -6 |
| O=C1C(Cc2ccccc2)Nc2ncnc(N3CCOCC3)c2N1Cc1ccc(Cl)cc1 (stereo not given) | 8 | -1 | -3 | 4 | 4 | -3 | -3 | -1 | 0 |
| CC(C)(C)NC(=O)Cn1nnc(-c2ccc(OCc3c(F)cccc3Cl)cc2)n1 | -1 | 7 | -11 | -4 | 2 | -17 | -23 | 4 | -2 |
| COc1ccccc1-c1c(-c2ccc(O)cc2O)n[nH]c1C(F)(F)F | 1 | 6 | -6 | 0 | 5 | -2 | -5 | 8 | -12 |
| Cc1nnc(C)c2c(C)n(-c3ccc(Cl)c(N)c3)c(C)c12 | -1 | 5 | 0 | -1 | 5 | 0 | -9 | 3 | 2 |
| Cc1ccc(NC(=O)C(C)Sc2nc(-c3ccccc3)cc(=O)[nH]2)cc1 (stereo not given) | -5 | -6 | -2 | -1 | 5 | -4 | 8 | 7 | -4 |
| CCC(=O)N1CCc2cc(S(=O)(=O)N3CCc4ccccc4C3)ccc21 | -2 | -2 | 2 | 0 | 5 | 4 | 6 | 0 | 0 |
| COc1ccc(NC(=O)CN2CCN(c3ccccc3)CC2)cc1 | -2 | -9 | -2 | 0 | 3 | -7 | -5 | 4 | -4 |
| Nc1nc(-c2cccnc2)nn1S(=O)(=O)c1ccccc1 | 0 | -2 | -1 | 10 | 8 | 13 | -4 | 0 | -7 |
| Cc1cc(S(=O)(=O)NCc2ccco2)c(C)s1 | 1 | -3 | 0 | -2 | -1 | 3 | -5 | -1 | -2 |
| C=C(C)CN1CCN(S(=O)(=O)c2ccc(C)c(N(C)S(=O)(=O)c3ccc(C)cc3)c2C)CC1 | 1 | 1 | -2 | 4 | 3 | -4 | 5 | 4 | 6 |
| COc1ccc(NC(=O)C2=C(C)NC(=O)NC2c2cccs2)c(OC)c1 (stereo not given) | 3 | 0 | -2 | -3 | -2 | 6 | -6 | 5 | -3 |
| CCn1c(Cc2ccccc2)nnc1SCC(=O)Nc1cc(C)on1 | 2 | -4 | -3 | 4 | 1 | 0 | 1 | 1 | -1 |
| CCN(C(=O)COC(=O)c1n[nH]c2ccccc12)C1CCS(=O)(=O)C1 (stereo not given) | 7 | 0 | 0 | 5 | 2 | -3 | 1 | 3 | 2 |

(list continues)
compound | GSTO1 inh | pPAFAH inh | LYPLA1 counter | PAFAH2 inh | PAFAH1B2 FP inh | PME-1 inh | LYPLA2 counter | PAFAH1B3 inh | PAD4 FP inh
COc1ccc(/C=N/NC(=O)c2cccnc2)cc1CN1CCCc2ccccc21 | -4 | 17 | 3 | -3 | -1 | 9 | -2 | 9 | 0
CCCCNC(=O)c1cc2c(=O)n3cccc(C)c3nc2n(Cc2ccncc2)c1=N | -2 | -2 | 1 | -6 | 1 | -5 | 3 | -5 | 2
CCc1ccccc1NC(=O)[C@@H]1CCC(=O)N1C1OC(=O)c2ccccc21 (stereo not given in full) | 6 | 4 | 1 | 14 | 3 | -3 | 5 | 3 | 0
O=C(Cn1cnc2ccccc2c1=O)N1CCc2ccccc2C1 | 9 | -3 | 2 | 1 | 0 | -1 | -1 | 7 | -4
COCCNC(=O)C(c1ccc(C)cc1)N(C(=O)CCC(=O)Nc1ccccn1)c1ccc(F)cc1 (stereo not given) | 7 | -3 | 1 | -9 | -3 | -9 | 2 | 1 | 3
CC(=O)NC(CC(=O)N(C)Cc1c(F)cccc1Cl)c1ccccc1 (stereo not given) | 8 | 1 | 3 | 4 | 5 | -4 | 3 | 10 | 0
Cc1ccccc1-n1nc(C)c2cc(C(=O)N3CCN(S(=O)(=O)c4ccc(F)cc4)CC3)sc21 | 13 | 2 | 0 | -1 | 1 | 1 | 1 | -10 | 5
CCOc1ccccc1-n1c(SCC(=O)N2CCCC2)nnc1-c1ccc(O)cc1 | -4 | 1 | -3 | 5 | -1 | 2 | 1 | 0 | -3
O=C(/C=C/c1ccc([N+](=O)[O-])cc1)NCc1cccnc1 | -9 | 6 | 1 | 4 | 7 | 0 | 2 | 2 | 1
COc1cc(OC)cc(-n2c3nc4ccccc4nc3c3c(=O)n(CC4CCCO4)cnc32)c1 (stereo not given) | -1 | 1 | 1 | / | / | -3 | 3 | / | -1
Cc1ccccc1C(=O)NNC(=O)CCC(=O)Nc1cccc(Cl)c1C | -2 | 3 | -2 | -2 | 7 | 4 | -3 | 17 | 4
CC(NC(=O)C1=CC=CN2CCS(=O)(=O)N=C12)c1ccc(Cl)cc1Cl (stereo not given) | / | 3 | -1 | 2 | 8 | 2 | -2 | 5 | 5
CN(C)c1ccc(-n2cccc2)cc1 | -2 | 6 | 3 | -2 | -1 | -2 | 3 | 7 | -1
C#Cc1ccc(CN2CCC(C(=O)Nc3ccc(Oc4ccccc4)nc3)CC2)cc1 | -1 | -3 | 0 | -5 | -1 | -10 | -7 | 6 | 2
COc1cccc(/C=C/C(=O)OCC(=O)N2c3ccccc3NC(=O)C2(C)C)c1 | -13 | -1 | -2 | -4 | 6 | -6 | 1 | -5 | -1
CNC(=O)C12CC3CC(CC(Cl)(C3)C1)C2 | 3 | 2 | -3 | -7 | 16 | 6 | -9 | 1 | -5
CC(=O)Nc1ccccc1NC(=O)c1ccccc1-c1ccccc1 | -3 | 0 | -1 | -7 | 3 | -4 | 0 | 11 | -6
O=C(O)CC/C(=N/NC(=O)c1ccc(-c2ccccc2)cc1)c1ccccc1 | 1 | 3 | -2 | 1 | -1 | 2 | 1 | 3 | -3
COc1cccc(C2=CC(=O)CCC2)c1OC | 5 | 5 | 1 | 2 | 4 | -1 | -7 | 9 | 0
CN1C(=O)c2ccc(NC(=O)c3ccc(Cl)cc3Cl)cc2C1=O | -9 | 0 | 5 | 1 | -3 | 4 | 8 | 5 | 1

Profiles, quoted from the list. Values in the order: GSTO1 inh	pPAFAH inh	LYPLA1 counter	PAFAH2 inh	PAFAH1B2 FP inh	PME-1 inh	LYPLA2 counter	PAFAH1B3 inh	PAD4 FP inh
Shown for COc1ccc(/C=N/NC(=O)c2cccnc2)cc1CN1CCCc2ccccc21 : -4	17	3	-3	-1	9	-2	9	0
Shown for C#Cc1ccc(CN2CCC(C(=O)Nc3ccc(Oc4ccccc4)nc3)CC2)cc1 : -1	-3	0	-5	-1	-10	-7	6	2
Shown for COCCNC(=O)C(c1ccc(C)cc1)N(C(=O)CCC(=O)Nc1ccccn1)c1ccc(F)cc1 (stereo not given) : 7	-3	1	-9	-3	-9	2	1	3
Shown for CCCCNC(=O)c1cc2c(=O)n3cccc(C)c3nc2n(Cc2ccncc2)c1=N : -2	-2	1	-6	1	-5	3	-5	2
Shown for CNC(=O)C12CC3CC(CC(Cl)(C3)C1)C2 : 3	2	-3	-7	16	6	-9	1	-5
